HTRA1 inhibitor = inhibitors of human serine peptidase HTRA1; Q92743; recombinant HTRA1, FP-rhodamine activity-based probe, fluorescence polarization; inhibition, % at 5.96 µM; 340,000 compounds, 0.5% hits; AID 504803; in the data active = inhibition above about 36%;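 note: 0% = enzyme with DMSO and 100% = wells lacking enzyme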
SIAE inh = human SIAE inhibition, primary screen; 370,000 compounds, 0.69% hits; SIAE FP-Rh probe binding, fluorescence polarization; inhibition, % at 9.66 µM;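 active = inhibition above a cutoff: mean of compounds within the control limits plus 3 SD of those, cut at about 17% in these data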;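 note: 0% = plate median of compound wells and 100% = probe without SIAE protein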
NPR2 activator = GC-B (human) receptor activation; P20594; HEK293-GC-B cells, CNP EC30, cGMP TR-FRET; 0% at EC30 CNP, 100% saturating CNP; activation, % at 10 µM; 370,000 compounds, 0.11% hits; AID 1920062;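 active = activation at 10 µM reaching about 35% in either raw or pattern-adjusted values, limit read from the data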
ABHD4 inh = ABHD4 (mouse) inhibition, primary FP screen; AID 720543; 370,000 compounds, 0.54% hits; purified mABHD4, FP-Rh probe fluorescence polarization; inhibition, % at 8.92 µM;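 active = inhibition exceeding the mean over every tested compound plus 3 SD, cut at about 30% in these data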;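 note: 0% = plate median of compound wells and 100% = S159A mutant with DMSO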
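Assay system: wild-type mouse ABHD4 protein; compound: single nominal dose of 8.92 µM, 0.89% DMSO final; schedule: 45 min + 60 min at 25 °C; measured by: FP readout, ex 525 nm / em 598 nm; evaluation: % inhibition of FP-Rh probe binding versus controls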
TCR-CD3 inh = inhibitors of human TCR-CD3 interaction; 360,000 compounds, 0.37% hits; AID 651800; TAMRA-labeled TCR probe fluorescence, biochemical; inhibition, % at 9.4 µM; in the data active = inhibition above about 19%;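 note: recombinant mutant TCR 2C K166C tagged with TAMRA read by polarization; 0% = receptor in buffer alone and 100% = receptor with positive control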
rCAG RNA binder = r(CAG) repeat RNA binding. TO-PRO-1 dye displacement fluorescence. inhibition, % at 3 µM. 370,000 compounds, 1.3% hits;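 active = inhibition above the plate cutoff, the mean of all test compounds on that plate plus 3 SD, cut at about 35% in these data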;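 note: 0% = DMSO alone and 100% = 100 µM mitoxantrone as full dye displacement; higher means more dye released from RNA so lower well fluorescence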
UHRF1 binding = human UHRF1 methylated DNA binding inhibitors; AID 687016; UHRF1 binding to methylated oligo, TR-FRET; inhibition, % at 4.4 µM; 370,000 compounds, 0.75% hits; in the data active = inhibition above about 21%;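 note: UHRF1 SRA domain binding a hemimethylated CpG hairpin DNA probe; 0% = median of test compound wells and 100% = reference inhibitor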
PRMT1 FP inh = inhibitors of human PRMT1. inhibition, % at 2.79 µM. recombinant PRMT1, activity-based probe fluorescence polarization. 370,000 compounds, 1.3% hits. Q99873;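 active = inhibition above about 21% made by adding two undisclosed values, limit read from the data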
NPR1 activator = GC-A (human) enzyme activation; AID 1671463; 370,000 compounds, 0.14% hits; HEK293 GC-A cells, cGMP TR-FRET, EC30 ANP; 0% at EC30 ANP, 100% saturating ANP; activation, % at 10 µM; P16066; in the data active = activation above about 40%
Target sequence (P16066 whole entry, looked up): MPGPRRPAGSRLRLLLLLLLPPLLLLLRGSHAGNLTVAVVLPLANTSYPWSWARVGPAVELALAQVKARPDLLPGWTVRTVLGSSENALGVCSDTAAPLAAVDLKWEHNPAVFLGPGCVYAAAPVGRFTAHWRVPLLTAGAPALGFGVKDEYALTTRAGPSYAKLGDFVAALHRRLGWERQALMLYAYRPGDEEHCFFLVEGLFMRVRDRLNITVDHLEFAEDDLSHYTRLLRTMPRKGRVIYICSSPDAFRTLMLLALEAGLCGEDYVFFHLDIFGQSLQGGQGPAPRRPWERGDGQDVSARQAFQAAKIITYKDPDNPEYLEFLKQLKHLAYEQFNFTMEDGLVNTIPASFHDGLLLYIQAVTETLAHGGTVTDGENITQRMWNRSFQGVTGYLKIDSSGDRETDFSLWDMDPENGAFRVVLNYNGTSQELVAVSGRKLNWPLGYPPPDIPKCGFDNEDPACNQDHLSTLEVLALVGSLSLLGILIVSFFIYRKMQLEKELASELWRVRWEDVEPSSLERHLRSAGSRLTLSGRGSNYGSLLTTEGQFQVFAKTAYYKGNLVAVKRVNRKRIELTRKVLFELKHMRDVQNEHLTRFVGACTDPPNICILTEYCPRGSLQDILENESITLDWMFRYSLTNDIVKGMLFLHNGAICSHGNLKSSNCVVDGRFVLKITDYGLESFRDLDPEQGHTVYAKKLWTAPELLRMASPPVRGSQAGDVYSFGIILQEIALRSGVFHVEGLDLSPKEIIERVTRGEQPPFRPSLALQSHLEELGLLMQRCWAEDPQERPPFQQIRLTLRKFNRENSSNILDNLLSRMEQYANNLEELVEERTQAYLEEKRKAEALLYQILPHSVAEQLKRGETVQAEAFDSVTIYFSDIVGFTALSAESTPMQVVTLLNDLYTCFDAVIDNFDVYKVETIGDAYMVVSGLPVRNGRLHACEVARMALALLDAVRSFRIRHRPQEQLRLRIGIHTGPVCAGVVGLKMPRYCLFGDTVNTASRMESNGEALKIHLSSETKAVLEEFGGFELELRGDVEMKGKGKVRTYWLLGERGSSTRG
MBD2 DNA inh = inhibitors of human MBD2 binding to methylated oligonucleotide | Q9UBB5 | TR-FRET | inhibition, % at 4.4 µM | 370,000 compounds, 0.31% hits; in the data active = inhibition above about 13%
An asterisk follows results filed as active; nt = no result given. Some of the compounds tested; the hit share may differ from the screen's.

SMILES | HTRA1 inhibitor | SIAE inh | NPR2 activator | ABHD4 inh | TCR-CD3 inh | rCAG RNA binder | UHRF1 binding | PRMT1 FP inh | NPR1 activator | MBD2 DNA inh
CCOC(=O)C(=O)C1=CN(Cc2ccccc2)C=C(C#N)C1 | 8 | 8 | 4 | 8 | 5 | 2 | -6 | -3 | 1 | -1
COc1ccc(CCc2nnc(CCC(=O)NCc3cnn(-c4ccccc4C)c3)o2)cc1 | -5 | -3 | -6 | 0 | 1 | -9 | -3 | -3 | -1 | -2
COc1cc2c(c(OC)c1)C(c1cccc(OC)c1OC)CC(=O)N2 (stereo not given) | -3 | 5 | 1 | -1 | 6 | 0 | 0 | 1 | -1 | -1
O=C(NC1CCCCC1)C(CCc1ccccc1)n1c(=O)c(-c2ccccc2)nc2ccccc21 (stereo not given) | nt | -15 | 2 | 2 | 2 | 6 | -1 | -1 | -1 | -3
CC12CCC(=O)C=C1CCC1C2C(O)CC2(C)C1CCC2(O)C(=O)CO (stereo not given) | 3 | 1 | 0 | -7 | -3 | 1 | 5 | 2 | 4 | 0
CCCNC(=O)CCn1c(-c2ccc(C)cc2)cc(C(=O)OCC)c1C | -10 | 2 | -1 | -5 | -3 | -9 | 0 | 1 | 1 | -4
CCOC(=O)N1CCC(NC(=O)Cc2cn(C)c3ccccc23)CC1 | -2 | 6 | -1 | 12 | -2 | -4 | 1 | 2 | 0 | 1
Cc1cccc(NC(=O)CSc2nnc(CN3CCOCC3)n2C)c1C | -5 | -3 | 2 | 5 | 8 | -1 | 2 | -1 | 5 | -1
FC(F)(F)c1cccc(CNC2CCN(Cc3ccccc3)CC2)c1 | -1 | 4 | -6 | -1 | -16 | -6 | 1 | -2 | -6 | 0
CC1(C)CC(=O)c2cc(OCC(=O)N3CCN(c4ccccc4F)CC3)ccc2O1 | 0 | 9 | -1 | -4 | 5 | -8 | -1 | -2 | -2 | 0
Nc1cccc(C(=O)Nc2cccc3ncccc23)c1 | -2 | 3 | -3 | -2 | 5 | -1 | -3 | 0 | 2 | 1
Cc1nn(C)cc1CN(C)S(=O)(=O)c1cccc([N+](=O)[O-])c1 | 1 | -10 | 2 | 1 | 4 | -2 | 5 | -2 | 1 | 1
C=CCn1c(O)c(N=NC(=O)CNC(=O)c2cccs2)c2ccccc21 | 2 | 0 | -6 | 5 | 1 | -1 | -3 | -1 | 0 | -5
O=C(CSc1nnc(CNC(=O)c2ccccc2F)o1)NC1CCCC1 | -4 | -1 | 1 | -1 | 5 | -1 | -2 | -5 | 2 | -2
O=C(Nc1ccc(S(=O)(=O)NCc2cccnc2)cc1)c1ccco1 | 7 | 3 | 5 | -1 | 9 | 2 | -2 | -2 | 1 | 1
COCCCNC(=O)C1CC(=O)N(CCc2ccc(OC)c(OC)c2)C1 (stereo not given) | 3 | -5 | 5 | 1 | -6 | 3 | 5 | -1 | -4 | -4
CC(=O)NC1C(OCc2cccc(Br)c2)OC(COC(C)=O)C(OC(C)=O)C1OC(C)=O (stereo not given) | 2 | -1 | -1 | 3 | 8 | -5 | 5 | 3 | -1 | 8
C=CCOc1ccc(-c2n[nH]c(=S)o2)cc1 | 0 | 5 | -5 | 1 | -2 | 4 | 0 | 8 | 0 | 2
O=C(CCCc1ccccc1)NCc1ccc(F)cc1 | 5 | -5 | 7 | -2 | 6 | -5 | -3 | -1 | 7 | -2
Cc1ccc(Nc2nc(CSc3nnc(-c4ccc(F)cc4)n3C)cs2)cc1 | 0 | -1 | -1 | 10 | -3 | 6 | -4 | 2 | -6 | -3
C=CCSc1nnc2c(n1)OC(C)=Nc1ccc(Br)cc1-2 | -4 | 1 | -2 | -1 | 2 | -1 | -4 | -3 | 10 | -5
O=C(CSc1ncnc2c1sc1ccccc12)Nc1ccc(Br)cc1 | -10 | 3 | -6 | 1 | 4 | 4 | 0 | 1 | 19 | -2
O=C(NNC(=O)c1cccnc1)Nc1ccccc1 | 9 | 1 | 3 | 2 | -3 | 1 | -2 | 1 | 2 | -5
O=C(CCc1nnc(Cc2ccc3c(c2)OCO3)o1)NCc1nc2ccccc2s1 | 3 | 2 | 3 | 6 | -7 | 0 | 2 | 4 | -3 | -3
COc1ccc(-c2nc(NC(=O)C3CCN(c4nc5ccccc5o4)CC3)sc2C)cc1 | -11 | 0 | -1 | -14 | -2 | 5 | 1 | 2 | 4 | 4
New compounds follow
SMILES | HTRA1 inhibitor | SIAE inh | NPR2 activator | ABHD4 inh | TCR-CD3 inh | rCAG RNA binder | UHRF1 binding | PRMT1 FP inh | NPR1 activator | MBD2 DNA inh
COc1ccc(CNC(=O)C/C(C)=N/NC(=O)COc2cccc(C)c2)cc1 | -12 | 5 | 3 | -5 | 8 | -5 | 0 | -4 | -2 | 3
CN(CC(=O)NCc1ccc(F)cc1)Cc1ccc(Br)cc1 | -12 | -4 | -6 | 0 | 7 | -6 | -2 | -5 | -7 | 1
CCc1ccc(NC(=O)CS(=O)CC(=O)Nc2ccc(F)cc2F)cc1 (stereo not given) | 1 | -2 | 1 | -4 | -8 | 4 | 0 | -1 | -1 | 0
CCCCN1C(Nc2ccccc2)=NC[C@@H]1CC(C)C | -2 | 3 | -15 | -2 | -2 | 1 | 0 | 1 | -8 | 0
CSCCC(c1nc2ccccc2[nH]1)n1c(-c2ccc(C)cc2)nc2ccccc21 (stereo not given) | nt | -2 | -24 | -18 | -5 | 7 | 2 | 2 | -24 | 5
COc1cc(/C=C/C(=O)OCC(=O)NCCN2C(=O)CSC2=O)ccc1OCC#N | 5 | 1 | -2 | 1 | -2 | 2 | -3 | 0 | 2 | -1
CN(Cc1ccccc1)C(NC(=O)c1ccccc1)C(Cl)(Cl)Cl (stereo not given) | 0 | -2 | -3 | 3 | 5 | 6 | 2 | -2 | -6 | -4
CC(=O)Nc1ccc(Nc2nc(Cl)nc(Nc3ccc(NC(C)=O)cc3)n2)cc1 | -6 | 8 | 8 | 0 | 0 | -1 | -1 | -7 | 7 | 0
Cc1cc(C(=O)N/N=C/c2ccc[nH]2)n[nH]1 | 10 | 3 | -1 | 2 | 5 | 1 | -4 | -4 | -4 | -5
S=c1nc(-c2ccccc2)n(CCN2CCOCC2)c2c1CCCC2 | 4 | -3 | 3 | -5 | -3 | 4 | 5 | 14 | 0 | 8
O=C(CCNC(=O)N1CC(=O)Nc2ccccc21)NCc1ccc(F)cc1 | 7 | -4 | 5 | 4 | 5 | 1 | -3 | 0 | 3 | -5
COC(=O)C1C2OC(C(Br)C2Br)C1C(=O)OC (stereo not given) | 1 | -1 | 4 | 5 | 2 | 1 | -1 | -4 | 2 | 2
O=C1CCC([N+](=O)[O-])C(c2cc3c(cc2Cl)OCO3)N1 (stereo not given) | 11 | -1 | 1 | -4 | -2 | -1 | 0 | -3 | -4 | -2
CCCCN(CCCNC(=O)CN1C(=O)COc2ccccc21)c1ccccc1 | 1 | -5 | -5 | 1 | -2 | -3 | 0 | 2 | -9 | 4
O=C(NC1CCN(C(=O)Nc2ccccc2)CC1)C1CCCCC1 | 1 | 4 | 4 | 1 | 3 | -2 | 2 | -4 | 3 | -3
CN1CCC(OC(=O)COc2ccc(Cl)cc2Cl)CC1 | 4 | 1 | -4 | -4 | 4 | -4 | -5 | 2 | 9 | 1
Cc1ccc(Cl)c(NC(=O)COC(=O)C2CCC2)c1Cl | 3 | 2 | 0 | 4 | 5 | -1 | 0 | -2 | 1 | 3
COc1ccc(-c2cn3cccnc3n2)cc1NC(=O)C(C)C | 4 | 0 | 5 | 0 | 5 | 3 | 5 | -1 | 2 | -3
O=C(NNc1ccccc1)c1ccc(Cl)c(Cl)c1 | -3 | 7 | -2 | 2 | 1 | 1 | 0 | 4 | 3 | -7
O=C(Nc1ccccc1NC(=O)c1ccccc1Cl)c1ccccc1Cl | -6 | 2 | 7 | 4 | -6 | -2 | 1 | 6 | 5 | -4
COc1cc(/C=N/NC(=O)c2nonc2C)ccc1O | 5 | 1 | -4 | -1 | 0 | 5 | 2 | 1 | -2 | -5
Cc1ccc(NC(=O)Cn2nc(C)c3ccccc3c2=O)c(C)c1 | -1 | -5 | 5 | 4 | -2 | -1 | 0 | 3 | -1 | -5
CCc1cc(=O)oc2c(C)c(OCC(=O)NCc3ccccn3)ccc12 | 0 | 0 | -11 | 2 | 9 | 1 | -2 | -1 | -1 | -5
CCOC(=O)c1sc(N)c(C(=O)OCC)c1COC(=O)C1CC(=O)N(Cc2ccco2)C1 (stereo not given) | -2 | 0 | -7 | 5 | 3 | -6 | -1 | -1 | -7 | 1
O=C(NC1(C(F)(F)F)NC(=O)N(Cc2cccnc2)C1=O)c1cccs1 (stereo not given) | -3 | -3 | 1 | -1 | -6 | -5 | 2 | 2 | -1 | -3

2 compounds drawn at random from the list so far:
SMILES | HTRA1 inhibitor | SIAE inh | NPR2 activator | ABHD4 inh | TCR-CD3 inh | rCAG RNA binder | UHRF1 binding | PRMT1 FP inh | NPR1 activator | MBD2 DNA inh
CCCCN1C(Nc2ccccc2)=NC[C@@H]1CC(C)C | -2 | 3 | -15 | -2 | -2 | 1 | 0 | 1 | -8 | 0
COc1ccc(CCc2nnc(CCC(=O)NCc3cnn(-c4ccccc4C)c3)o2)cc1 | -5 | -3 | -6 | 0 | 1 | -9 | -3 | -3 | -1 | -2

Entries from the list above that have a CF3 group:
SMILES | HTRA1 inhibitor | SIAE inh | NPR2 activator | ABHD4 inh | TCR-CD3 inh | rCAG RNA binder | UHRF1 binding | PRMT1 FP inh | NPR1 activator | MBD2 DNA inh
FC(F)(F)c1cccc(CNC2CCN(Cc3ccccc3)CC2)c1 | -1 | 4 | -6 | -1 | -16 | -6 | 1 | -2 | -6 | 0
O=C(NC1(C(F)(F)F)NC(=O)N(Cc2cccnc2)C1=O)c1cccs1 (stereo not given) | -3 | -3 | 1 | -1 | -6 | -5 | 2 | 2 | -1 | -3

Later entries.
SMILES | HTRA1 inhibitor | SIAE inh | NPR2 activator | ABHD4 inh | TCR-CD3 inh | rCAG RNA binder | UHRF1 binding | PRMT1 FP inh | NPR1 activator | MBD2 DNA inh
COc1ccc(S(=O)(=O)N2CCN(C3CCCC(C)C3)CC2)cc1 (stereo not given) | -1 | 5 | 1 | 8 | 6 | -6 | 2 | -3 | -3 | 3
O=C1NC(Cc2ccc(O)cc2)c2nc3ccc(Br)cc3c(=O)n2-c2ccc(Cl)cc21 (stereo not given) | nt | -14 | 12 | -36 | -1 | 20 | 2 | 3 | -5 | 4
CCOC(=O)c1c(C)oc2cc(Br)c(OCC(N)=O)cc12 | -10 | -1 | -11 | 7 | 3 | 1 | 7 | 0 | -15 | 1
CCOC(=O)Cc1[nH]nc2c1C(C1C=CCCC1)C(C#N)=C(N)O2 (stereo not given) | 4 | 0 | 0 | 6 | 8 | -5 | -1 | 3 | 1 | 5
CCOC(=O)c1ccc(N2C(=O)c3n[nH]c(-c4ccco4)c3C2c2ccc([N+](=O)[O-])cc2)cc1 (stereo not given) | -119 | -50 | 3 | -58 | -1 | 13 | -6 | 3 | 34 | -1
CC(C)c1onc(C(=O)NC(C)c2ccccc2)c1[N+](=O)[O-] (stereo not given) | 4 | 1 | -2 | 1 | -2 | 0 | -2 | 2 | 2 | 4
CCOc1cccc(C(=O)Nc2ccccc2C(=O)N2CCOCC2)c1 | -4 | 13 | -5 | -3 | -4 | 0 | 0 | -3 | 2 | -6
CC1CCN(CC(O)COCCOc2ccc(Br)cc2)CC1 (stereo not given) | 5 | 2 | -1 | 5 | 4 | -2 | 0 | -2 | -6 | -2
COc1cc(C(=O)Nc2ccc(C)cn2)ccc1OCC(=O)N1CCOCC1 | 4 | -5 | -5 | 3 | 10 | 0 | 0 | 0 | -2 | 1
c1ccc(CNC2=NCCC2)nc1 | 0 | 11 | 3 | -3 | -2 | 0 | 4 | 0 | 4 | 3
